Bioassay records from PubChem BioAssay.
NCI-60 one-dose screen, 48 h, at 10 µM unless noted. Numbers give growth in % (100 = growth as untreated, 0 = no growth, -100 = all killed).
M14: M14 melanoma; 80,000 compounds, 6.2% hits
UACC-257: UACC-257 melanoma; AID 1794764; 78,000 compounds, 4.4% hits
MALME-3M: MALME-3M melanoma. 78,000 compounds, 5.8% hits
SK-MEL-2: SK-MEL-2 melanoma | 77,000 compounds, 4.7% hits
SK-MEL-5: SK-MEL-5 melanoma; 80,000 compounds, 6.4% hits; AID 1794755
SK-MEL-28: SK-MEL-28 melanoma | AID 1794761 | 81,000 compounds, 4.1% hits
MDA-MB-435: MDA-MB-435 melanoma. 82,000 compounds, 7.8% hits
UACC-62: UACC-62 melanoma | AID 1794756 | 81,000 compounds, 5.4% hits
The depositor's hits bear a star; & = joins results of further samples; ! = not active in a repeat. The calls were made as follows: active = growth percent below 10; inactive = the rest.

The opening 5 records as a preview:
Results for Cn1c([N+](=O)[O-])cnc1C=C1C(=O)c2ccccc2C1=O ?
M14: 19; UACC-257: 37; MALME-3M: 42; SK-MEL-2: 1.7*; SK-MEL-5: 43; SK-MEL-28: 39; MDA-MB-435: 12; UACC-62: 17

What do the screens show for `CCCCCCCCCCCCCCCCCC(=O)Nc1ccc(O)cc1`?
M14: 103; MALME-3M: 94; SK-MEL-2: 83; SK-MEL-5: 105; SK-MEL-28: 103; MDA-MB-435: 107; UACC-62: 102

What do the screens show for `O=C(O)CCC(=O)/C=C/c1ccc([N+](=O)[O-])cc1`?
M14: 104; UACC-257: 111; MALME-3M: 106; SK-MEL-2: 105; SK-MEL-5: 112; SK-MEL-28: 112; MDA-MB-435: 104; UACC-62: 106

How did CCN(CC)CCN1CC(O)=C(c2nc(-c3ccc(Cl)cc3)cs2)C1=N do in these assays?
M14: -57*; UACC-257: -38*; MALME-3M: -44*; SK-MEL-2: 100; SK-MEL-5: -1.7*; SK-MEL-28: -67*; MDA-MB-435: -62*; UACC-62: -81*

What do the screens show for `O=C(O)C(Br)C(O)c1ccccc1` (centres undefined)?
M14: 118; MALME-3M: 112; SK-MEL-2: 115; SK-MEL-5: 101; SK-MEL-28: 115; MDA-MB-435: 105; UACC-62: 113

Main list (from the top)
Results for Cn1c([N+](=O)[O-])cnc1C=C1C(=O)c2ccccc2C1=O ?
M14: 19; UACC-257: 37; MALME-3M: 42; SK-MEL-2: 1.7*; SK-MEL-5: 43; SK-MEL-28: 39; MDA-MB-435: 12; UACC-62: 17

What do the screens show for `CCCCCCCCCCCCCCCCCC(=O)Nc1ccc(O)cc1`?
M14: 103; MALME-3M: 94; SK-MEL-2: 83; SK-MEL-5: 105; SK-MEL-28: 103; MDA-MB-435: 107; UACC-62: 102

What do the screens show for `O=C(O)CCC(=O)/C=C/c1ccc([N+](=O)[O-])cc1`?
M14: 104; UACC-257: 111; MALME-3M: 106; SK-MEL-2: 105; SK-MEL-5: 112; SK-MEL-28: 112; MDA-MB-435: 104; UACC-62: 106

How did CCN(CC)CCN1CC(O)=C(c2nc(-c3ccc(Cl)cc3)cs2)C1=N do in these assays?
M14: -57*; UACC-257: -38*; MALME-3M: -44*; SK-MEL-2: 100; SK-MEL-5: -1.7*; SK-MEL-28: -67*; MDA-MB-435: -62*; UACC-62: -81*

What do the screens show for `O=C(O)C(Br)C(O)c1ccccc1` (centres undefined)?
M14: 118; MALME-3M: 112; SK-MEL-2: 115; SK-MEL-5: 101; SK-MEL-28: 115; MDA-MB-435: 105; UACC-62: 113

What do the screens show for `NC(=O)c1cc(-c2csc(-c3cc(Cl)cc(Cl)c3Cl)n2)ccc1O`?
M14: 109; MALME-3M: 98; SK-MEL-2: 89; SK-MEL-5: 102; SK-MEL-28: 111; MDA-MB-435: 86; UACC-62: 88

Results for CCO/C=N/C1=C(C#N)C(c2ccc([N+](=O)[O-])cc2)c2sc3c(F)cccc3c2O1 (centres undefined) ?
M14: 94; UACC-257: 107; MALME-3M: 106; SK-MEL-2: 103; SK-MEL-5: 92; SK-MEL-28: 103; MDA-MB-435: 98; UACC-62: 87

What do the screens show for `COC(=O)CCCCCCCCCCCCO`?
M14: 106; UACC-257: 96; MALME-3M: 104; SK-MEL-2: 117; SK-MEL-5: 108; SK-MEL-28: 106; MDA-MB-435: 110; UACC-62: 103

What do the screens show for `CCCC(O)c1ccccc1C` (centres undefined)?
M14: 107; UACC-257: 98; MALME-3M: 95; SK-MEL-5: 103; SK-MEL-28: 113; MDA-MB-435: 106; UACC-62: 104

Results for Cc1ccc(S(=O)(=O)c2ccc3[nH]c(=O)nc(N)c3c2)cc1 ?
M14: 102; UACC-257: 91; MALME-3M: 100; SK-MEL-2: 99; SK-MEL-5: 107; SK-MEL-28: 108; UACC-62: 105

What do the screens show for `CC(=O)c1cc2c(Cl)cc(Cl)cc2oc1=O`?
M14: 92; UACC-257: 108; MALME-3M: 92; SK-MEL-2: 101; SK-MEL-5: 104; SK-MEL-28: 130; MDA-MB-435: 104; UACC-62: 100

How did CCOC(=O)c1ccc(N(CCC(=O)O)C(C)=O)cc1 do in these assays?
M14: 105; UACC-257: 98; MALME-3M: 100; SK-MEL-2: 105; SK-MEL-5: 102; SK-MEL-28: 103; MDA-MB-435: 122; UACC-62: 99

Results for C/C(=C\CCc1ccoc1)CC/C=C(\C)CCCN1CCSCC1 ?
M14: 82; UACC-257: 61; MALME-3M: 104; SK-MEL-2: 86; SK-MEL-5: 38; SK-MEL-28: 89; MDA-MB-435: 91; UACC-62: 75

What do the screens show for `COc1cc(Nc2ncccc2C(=O)Nc2nc3ccc(F)cc3s2)cc(OC)c1OC`?
M14: 19; UACC-257: 86; MALME-3M: 79; SK-MEL-2: 75; SK-MEL-5: 64; SK-MEL-28: 84; MDA-MB-435: 21; UACC-62: 24

Results for Nc1c(O)c(Cl)cc(Cl)c1Cl ?
UACC-257: 99; MALME-3M: 104; SK-MEL-2: 88; SK-MEL-5: 90; SK-MEL-28: 124; MDA-MB-435: 110; UACC-62: 91

What do the screens show for `Cc1ccc2nc(Cl)c(-c3nc4ccccc4o3)cc2c1`?
M14: 106; UACC-257: 108; MALME-3M: 87; SK-MEL-2: 94; SK-MEL-5: 89; SK-MEL-28: 104; MDA-MB-435: 100; UACC-62: 95

Results for Cc1ccccc1C(=O)NCc1ccccc1 ?
M14: 102; UACC-257: 86; MALME-3M: 99; SK-MEL-5: 95; SK-MEL-28: 100; MDA-MB-435: 104; UACC-62: 101

How did CCCS(=N)(=O)CCC(N)C(=O)O (centres undefined) do in these assays?
M14: 97; UACC-257: 110; MALME-3M: 93; SK-MEL-2: 119; SK-MEL-5: 104; SK-MEL-28: 124; MDA-MB-435: 91; UACC-62: 93

What do the screens show for `O=[N+]([O-])c1cc2ccccc2nc1-c1ccccc1`?
M14: 120; UACC-257: 110; MALME-3M: 191; SK-MEL-2: 107; SK-MEL-5: 104; SK-MEL-28: 124; MDA-MB-435: 116; UACC-62: 90

How did O=C(CSc1nc2ccccc2[nH]1)Nc1ccc(Cl)cc1 do in these assays?
M14: 97; UACC-257: 112; MALME-3M: 93; SK-MEL-2: 104; SK-MEL-5: 92; SK-MEL-28: 100; MDA-MB-435: 93; UACC-62: 67

2 records drawn at random from those above:
What do the screens show for `CCCCCCCCCCCCCCCCCC(=O)Nc1ccc(O)cc1`?
M14: 103; MALME-3M: 94; SK-MEL-2: 83; SK-MEL-5: 105; SK-MEL-28: 103; MDA-MB-435: 107; UACC-62: 102

What do the screens show for `Cc1ccc2nc(Cl)c(-c3nc4ccccc4o3)cc2c1`?
M14: 106; UACC-257: 108; MALME-3M: 87; SK-MEL-2: 94; SK-MEL-5: 89; SK-MEL-28: 104; MDA-MB-435: 100; UACC-62: 95

Later entries.
What do the screens show for `CC(=O)Nc1ncc(S(=O)(=O)c2ccc([N+](=O)[O-])cc2)s1`?
M14: 97; UACC-257: 104; MALME-3M: 118; SK-MEL-2: 119; SK-MEL-5: 113; SK-MEL-28: 111; MDA-MB-435: 111; UACC-62: 102

Results for CN1CCN(CCCN2c3ccccc3Sc3ccc(Cl)cc32)CC1 ?
M14: -53*!; UACC-257: -35*!; MALME-3M: 92; SK-MEL-2: 106&106; SK-MEL-5: 62&18; SK-MEL-28: -18*!; MDA-MB-435: 42&30; UACC-62: 33

How did COc1ccc(/C=C2\N=C(C)N(CCc3ccc(S(N)(=O)=O)cc3)C2=O)cc1 do in these assays?
M14: 94; UACC-257: 93; MALME-3M: 95; SK-MEL-2: 95; SK-MEL-5: 92; SK-MEL-28: 102; MDA-MB-435: 103; UACC-62: 84

Results for O=C1/C(=C/c2cnc(CO)s2)SC(=S)N1Cc1ccccc1 ?
M14: 87; UACC-257: 94; MALME-3M: 101; SK-MEL-2: 90; SK-MEL-5: 96; SK-MEL-28: 109; MDA-MB-435: 81; UACC-62: 107

How did CC(C)CCO/N=C/c1ccccn1 do in these assays?
M14: 107; UACC-257: 102; MALME-3M: 105; SK-MEL-5: 113; SK-MEL-28: 117; MDA-MB-435: 106; UACC-62: 104

Results for O=[N+]([O-])c1cccc(N=Cc2ccc3c(c2)OCO3)c1 ?
M14: 98; UACC-257: 102; SK-MEL-2: 98; SK-MEL-5: 111; SK-MEL-28: 117; MDA-MB-435: 102; UACC-62: 105

What do the screens show for `CN1CC(c2ccc(OCc3ccccc3)cc2)C(C(=O)c2ccccc2)C12C(=O)c1ccccc1C2=O` (centres undefined)?
M14: 100; UACC-257: 99; MALME-3M: 106; SK-MEL-2: 98; SK-MEL-5: 98; SK-MEL-28: 115; MDA-MB-435: 106; UACC-62: 89

Results for O=[N+]([O-])c1ccc(Br)c(P(=O)(O)O)c1 ?
M14: 102; UACC-257: 90; MALME-3M: 102; SK-MEL-2: 123; SK-MEL-5: 96; SK-MEL-28: 106; MDA-MB-435: 103; UACC-62: 103

How did CN(C)c1ccc(Cc2cc(-c3ccc(Cl)c(Cl)c3)n[nH]c2=O)cc1 do in these assays?
M14: 95; UACC-257: 110; MALME-3M: 88; SK-MEL-2: 101; SK-MEL-28: 109; MDA-MB-435: 103; UACC-62: 94

Results for Nc1n[nH]c(CC(=O)NCc2ccccc2)n1 ?
M14: 101; UACC-257: 106; SK-MEL-2: 104; SK-MEL-5: 118; SK-MEL-28: 108; MDA-MB-435: 111; UACC-62: 101

Results for CCOC(=O)C1=NC(CO)C(=O)N(c2ccccc2)N1 (centres undefined) ?
UACC-257: 105; MALME-3M: 104; SK-MEL-2: 109; SK-MEL-5: 105; SK-MEL-28: 101; MDA-MB-435: 105; UACC-62: 97

What do the screens show for `O=C(O)CNC(=O)Nc1ccccc1`?
M14: 92; UACC-257: 96; MALME-3M: 103; SK-MEL-2: 106; SK-MEL-5: 111; SK-MEL-28: 113; MDA-MB-435: 96; UACC-62: 96

What do the screens show for `COc1cccc(C2Cc3ncncc3-c3nc(N)c4cncnc4c32)c1` (centres undefined)?
M14: 78; UACC-257: 110; MALME-3M: 107; SK-MEL-2: 90; SK-MEL-5: 91; SK-MEL-28: 101; MDA-MB-435: 12; UACC-62: 86

Results for COc1cc(C(=O)Oc2cccc(CN3CCCCC3)c2)cc(OC)c1OC ?
M14: 94; MALME-3M: 104; SK-MEL-2: 124; SK-MEL-5: 101; SK-MEL-28: 101; MDA-MB-435: 99; UACC-62: 95

Results for Cc1nc(Cl)nc(N)c1[N+](=O)[O-] ?
M14: 88; UACC-257: 85; MALME-3M: 80; SK-MEL-2: 110; SK-MEL-5: 97; SK-MEL-28: 94; MDA-MB-435: 94; UACC-62: 91

Results for O=C1N=C(c2ccccc2)C(c2ccccc2)N1 (centres undefined) ?
M14: 100&100; UACC-257: 99; MALME-3M: 102&109; SK-MEL-2: 96&110; SK-MEL-5: 105&99; SK-MEL-28: 109&118; MDA-MB-435: 102&106; UACC-62: 99&102

What do the screens show for `COc1ccc(-c2cc(-c3cnccn3)nc(N)c2C#N)cc1OC`?
M14: 98; UACC-257: 88; MALME-3M: 106; SK-MEL-2: 81; SK-MEL-5: 90; SK-MEL-28: 118; MDA-MB-435: 106; UACC-62: 101

Results for CC(C)C1OC1(C)C#N (centres undefined) ?
M14: 109; UACC-257: 96; MALME-3M: 108; SK-MEL-2: 112; SK-MEL-5: 101; SK-MEL-28: 106; MDA-MB-435: 99; UACC-62: 104

Results for CC1(C)OCC([C@H]2O[P@](=O)(c3ccccc3)[C@@H](NCc3ccccc3)[C@H]3OC(C)(C)O[C@H]32)O1 (some centres undefined) ?
M14: 108; UACC-257: 113; MALME-3M: 94; SK-MEL-2: 115; SK-MEL-5: 103; SK-MEL-28: 111; MDA-MB-435: 98; UACC-62: 93

Results for COc1ccc(-c2[nH]nc(N)c2-c2ccccc2)c(O)c1 ?
M14: 102; UACC-257: 112; MALME-3M: 82; SK-MEL-2: 80; SK-MEL-5: 101; SK-MEL-28: 119; MDA-MB-435: 107; UACC-62: 86

What do the screens show for `CCOc1ccccc1-c1cc(-c2cccs2)c(C#N)c(=O)[nH]1`?
M14: 85; UACC-257: 101; MALME-3M: 85; SK-MEL-2: 98; SK-MEL-5: 86; SK-MEL-28: 95; MDA-MB-435: 31; UACC-62: 64

Results for Cc1ccc(S(=O)(=O)Nc2ccc3ccccc3c2)cc1 ?
M14: 112; UACC-257: 97; MALME-3M: 92; SK-MEL-2: 96; SK-MEL-5: 87; SK-MEL-28: 98; MDA-MB-435: 84; UACC-62: 80

What do the screens show for `Cc1ccc2c(c1)CCCN2`?
M14: 98; UACC-257: 111; MALME-3M: 85; SK-MEL-2: 92; SK-MEL-5: 102; SK-MEL-28: 101; MDA-MB-435: 102; UACC-62: 87

How did COc1cc2nccc(Oc3ccc(NC(=O)C4(C(=O)Nc5ccc(F)cc5)CC4)cc3)c2cc1Oc1ccc(N)cn1 do in these assays?
M14: 40; UACC-257: 34; MALME-3M: 43; SK-MEL-2: 54; SK-MEL-5: 39; MDA-MB-435: 3.3*; UACC-62: 5.3*

Results for O=[N+]([O-])c1ccc(N=Nc2c(S(=O)(=O)O)cc3cc(S(=O)(=O)O)cc(O)c3c2O)cc1 ?
M14: 115; UACC-257: 109; MALME-3M: 123; SK-MEL-2: 153; SK-MEL-5: 111; SK-MEL-28: 118; MDA-MB-435: 124; UACC-62: 111

How did OCCc1ccccn1 do in these assays?
M14: 91; UACC-257: 105; MALME-3M: 86; SK-MEL-2: 109; SK-MEL-5: 97; SK-MEL-28: 96; MDA-MB-435: 104
